FLuc inh counter: firefly luciferase enzyme inhibitors, primary screen, artefact control for luciferase-based inhibitor screens, biochemical, luminescence, ATPLite | Luciferin 4-monooxygenase (Photinus pyralis), P08659 | 200,000 compounds, 1.5% hits | inhibition, % at 10 µM | 10 min;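 active means inhibition above about 50% when tested at 10 µM, limit read from the data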
Target sequence (P08659 whole entry, looked up): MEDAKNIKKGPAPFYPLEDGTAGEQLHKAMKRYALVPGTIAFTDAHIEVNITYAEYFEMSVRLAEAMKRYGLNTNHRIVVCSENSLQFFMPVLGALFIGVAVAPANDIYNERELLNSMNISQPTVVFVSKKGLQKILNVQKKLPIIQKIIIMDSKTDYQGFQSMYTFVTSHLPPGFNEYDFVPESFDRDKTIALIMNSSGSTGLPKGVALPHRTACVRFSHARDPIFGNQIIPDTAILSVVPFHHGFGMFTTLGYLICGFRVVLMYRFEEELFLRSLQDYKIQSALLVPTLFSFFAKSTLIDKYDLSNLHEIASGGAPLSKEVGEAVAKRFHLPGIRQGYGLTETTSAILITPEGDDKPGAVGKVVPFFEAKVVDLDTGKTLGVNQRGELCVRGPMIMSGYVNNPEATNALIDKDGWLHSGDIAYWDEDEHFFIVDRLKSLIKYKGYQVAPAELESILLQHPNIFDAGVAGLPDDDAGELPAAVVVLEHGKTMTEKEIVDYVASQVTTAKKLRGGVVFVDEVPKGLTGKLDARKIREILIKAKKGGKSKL
RAM network inh: inhibitors of the yeast RAM network, primary screen, dse1pr::URA3 reporter, 5-FOA selection; S. cerevisiae dse1pr::URA3 reporter, 5-FOA growth OD615, 2 d; analog-sensitive cbk1-as2 kinase mutant strain; AID 868, 2007; 190,000 compounds, 1.8% hits; inhibition, % at 50 µM;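 active means inhibition above a set limit, 3 SD over mean compound inhibition, cut at about 8.4% in these data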;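 further: 0% = DMSO-only wells with no growth and 100% = 10 µM 1-NA-PP1 full growth; inhibition rescues growth on 5-FOA so higher OD means more RAM inhibition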
FLuc act counter: FLuc activators, initial screening, artefact control for FLuc-dependent activation tests, biochemical, ATPlite luminescence; activation factor at 10 µM; Luciferin 4-monooxygenase (Photinus pyralis), P08659; 200,000 tested, under 10 active; ATPlite luciferase biochemical, 10 min; 0 = ATP-free wells, 1 = DMSO control;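 active means luciferase activation factor, scaled between plate controls, of at least 2 with compound at 10 µM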
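Material: Luciferase/luciferin reagent mix; Doses: test compounds dosed from 2 mM stocks in 100% DMSO; Schedule: 10 min incubation after luciferase reagent addition, room temperature; Measured by: luminescence from luciferase reaction; Read-out: luminescence gain marking luciferase activators.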
bIAP inh: bovine intestinal alkaline phosphatase inhibitors, primary screen, selectivity assay for TNAP inhibitor project, biochemical, bovine IAP, CDP-star luminescence; purified bovine IAP, 30 min; inhibition, % at 20 µM; 190,000 tested, under 10 active; AID 1019, 2008;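 active means over 50% inhibition of intestinal alkaline phosphatase at 20 µM in the single-dose screen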
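Incubation: 30 min reaction at room temperature / Material: purified bovine intestinal alkaline phosphatase (IAP) enzyme / Input: enzyme at 1/65,000,000 dilution / Dosing: 20 µM single dose / Signal: CDP-star luminescence signal / Reagent: CDP-star chemiluminescent phosphatase substrate, 30 µM final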
TNAP inh hiacc: human TNAP enzyme inhibitors, primary screen, biochemical, luminescent, high phosphate acceptor level, uHTS. 200,000 compounds, 0.03% hits. Alkaline phosphatase, tissue-nonspecific isozyme (Homo sapiens), P05186. inhibition, % at 20 µM. purified TNAP, CDP-star luminescence, 1 M DEA. AID 1135, 2008;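 active means over 50% inhibition of tissue-nonspecific alkaline phosphatase at 20 µM in the single-dose screen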;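 further: plate controls were DMSO wells for no effect and EDTA-quenched wells as full inhibition for full effect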
Target sequence (P05186 whole entry, looked up): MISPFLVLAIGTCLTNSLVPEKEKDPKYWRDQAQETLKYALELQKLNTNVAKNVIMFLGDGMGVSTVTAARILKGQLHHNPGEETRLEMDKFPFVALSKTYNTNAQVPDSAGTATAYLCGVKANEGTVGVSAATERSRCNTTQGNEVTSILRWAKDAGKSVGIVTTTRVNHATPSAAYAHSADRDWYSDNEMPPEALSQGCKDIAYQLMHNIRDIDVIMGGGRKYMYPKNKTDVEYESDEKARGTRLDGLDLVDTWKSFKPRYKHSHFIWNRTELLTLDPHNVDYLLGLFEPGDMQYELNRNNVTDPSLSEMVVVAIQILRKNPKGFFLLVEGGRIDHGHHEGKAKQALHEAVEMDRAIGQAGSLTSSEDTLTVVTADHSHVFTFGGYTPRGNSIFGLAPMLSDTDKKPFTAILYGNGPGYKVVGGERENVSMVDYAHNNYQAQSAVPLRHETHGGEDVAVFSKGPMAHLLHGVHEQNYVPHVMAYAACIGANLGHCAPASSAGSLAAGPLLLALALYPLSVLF
TNAP act hi DEA: TNAP activators at high phosphate acceptor level, primary screen, biochemical, luminescence, uHTS. Alkaline phosphatase, tissue-nonspecific isozyme (Homo sapiens), P05186. purified TNAP, CDP-star luminescence, 1 M DEA, 30 min; stronger effect = higher value; 0 = EDTA background, 1 = DMSO-only activity. activation factor at 20 µM. 200,000 tested, under 10 active;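 active means activation factor at least 2 at 20 µM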
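Measured by: Luminescent substrate turnover signal | Test system: Human TNAP | Input: TNAP 1/800 final | Dosing: 20 µM single point | Schedule: 30 min, room temperature | Controls: EDTA wells as negative control, DMSO wells as positive control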
APP transl inh: inhibitors of APP translation via 5'UTR reporter, primary screen, APP 5'UTR luciferase, SH-SY5Y cells; AID 1285, 2008; 190,000 compounds, 0.82% hits; inhibition, % at 2 µM; SH-SY5Y APP 5'UTR-luciferase reporter, luminescence;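 active means inhibition above a set limit, derived from the sample mean plus 3 SD, cut at about 45% in these data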; further: values of inactives mirror those of a sister screen read the other way
L major viab: Leishmania major promastigote growth inhibition, primary screen; Leishmania major promastigotes, resazurin fluorescence viability; inhibition, % at 10 µM; 200,000 compounds, 9% hits; AID 1063, 2008; in the data active means inhibition above about 50%;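 further: promastigotes grown with compound for 44 hours at 28 °C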
bIAP act: bovine intestinal alkaline phosphatase activators, primary screen, biochemical, bovine IAP, CDP-star luminescence | activation factor at 20 µM | purified bovine IAP, 30 min; stronger effect = higher value; fold of DMSO-control signal, blank-subtracted | AID 1016, 2008 | 200,000 compounds, 0.17% hits | alkaline phosphatase, intestinal [Bos taurus];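 active means activation factor of 2 or more at 20 µM, a signal rise over negative controls twice the positive control's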
TNAP inh noacc: human TNAP enzyme inhibitors, primary screen, biochemical, luminescent, no phosphate acceptor, uHTS | purified TNAP, CDP-star luminescence, 30 min | inhibition, % at 20 µM | AID 1012, 2008 | Alkaline phosphatase, tissue-nonspecific isozyme (Homo sapiens), P05186 | 200,000 compounds, 0.26% hits;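 active means tissue-nonspecific alkaline phosphatase inhibition above about 50% at 20 µM in the single-dose screen, limit read from the data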;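 further: 0% = DMSO negative control and 100% = EDTA positive control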
An asterisk follows results filed as active.

For Cc1ccc(S(=O)(=O)NC(CC(=O)O)c2ccccc2)c(C)c1 (stereo not given) the results were FLuc inh counter 6, RAM network inh 1.6, FLuc act counter 0.9, bIAP inh 4, TNAP inh hiacc 4, TNAP act hi DEA 1, APP transl inh -3, L major viab 8, bIAP act 1 and TNAP inh noacc 13.
`O=C(N/N=C/c1cccc(C(F)(F)F)c1)C1CCN(c2ncc(C(F)(F)F)cc2Cl)CC1` gave FLuc inh counter -7, RAM network inh 3.0, FLuc act counter 1.1, bIAP inh 2, TNAP inh hiacc 0, TNAP act hi DEA 1, APP transl inh 0, L major viab -7, bIAP act 1 and TNAP inh noacc -9.
`O=C(Nc1ccc(Cc2ccncc2)cc1)c1ccc(Br)o1` gave FLuc inh counter 6, RAM network inh 2.0, FLuc act counter 0.9, bIAP inh 14, TNAP inh hiacc 0, TNAP act hi DEA 1, APP transl inh 14, L major viab 0, bIAP act 0.9 and TNAP inh noacc -18.
For Cc1cc(C)nc(/N=C(\N)Nc2ccc(S(=O)(=O)Nc3nc(C)cc(C)n3)cc2)n1 the results were FLuc inh counter -10, RAM network inh 1.0, FLuc act counter 1.1, bIAP inh 1, TNAP inh hiacc -5, TNAP act hi DEA 1.1, APP transl inh 16, L major viab -12, bIAP act 1 and TNAP inh noacc -4.
COC(=O)C1CCCN1C(=O)COc1ccc(Br)cc1Cl (stereo not given) was read as FLuc inh counter -4, RAM network inh 1.3, FLuc act counter 1, bIAP inh 13, TNAP inh hiacc 7, TNAP act hi DEA 0.9, APP transl inh -8, L major viab -9, bIAP act 0.9 and TNAP inh noacc 6.
CCNC(=O)COc1ccc(Br)cc1Cl was read as FLuc inh counter 9, RAM network inh -0.1, FLuc act counter 0.9, bIAP inh 10, TNAP inh hiacc 2, TNAP act hi DEA 1, APP transl inh -16, L major viab -2, bIAP act 0.9 and TNAP inh noacc -5.
Cc1cccc(OCC(=O)NNc2c3ccccc3nc3ccccc23)c1 was read as FLuc inh counter -2, RAM network inh 7.5, FLuc act counter 1, bIAP inh 4, TNAP inh hiacc 10, TNAP act hi DEA 0.9, APP transl inh -13, L major viab 40, bIAP act 1 and TNAP inh noacc 11.
For CCCc1oc(C(=O)O)cc1CN1CCCC1 the results were FLuc inh counter -10, RAM network inh 0.7, FLuc act counter 1.1, bIAP inh 11, TNAP inh hiacc -6, TNAP act hi DEA 1.1, L major viab -7, bIAP act 0.9 and TNAP inh noacc -7.
For CC(C)(C)C1CCC(C(=O)OCC(=O)N2CCN(C(=O)c3ccco3)CC2)CC1 (stereo not given) the results were FLuc inh counter -8, RAM network inh -0.7, FLuc act counter 1.1, bIAP inh -7, TNAP inh hiacc -7, TNAP act hi DEA 1.1, APP transl inh -19, L major viab 3, bIAP act 1.1 and TNAP inh noacc -8.
For Cc1ccc(CCN2CC(C(=O)N3CCN(c4ccc(F)cc4)CC3)CC2=O)cc1 (stereo not given) the results were FLuc inh counter -8, RAM network inh -0.3, FLuc act counter 1.1, bIAP inh -12, TNAP inh hiacc -5, TNAP act hi DEA 1, APP transl inh -5, L major viab -2, bIAP act 1.1 and TNAP inh noacc -10.
Screening N#Cc1c(Cl)c(Cl)c2nnc(-c3ccc(Br)cc3)n2c1Cl returned FLuc inh counter -2, RAM network inh 3.7, FLuc act counter 1, bIAP inh 8, TNAP inh hiacc 1, TNAP act hi DEA 1, APP transl inh 1, L major viab -5, bIAP act 0.9 and TNAP inh noacc 4.
CCOC(=O)N1CCN(C(=S)Nc2ccc(C)c(C)c2)CC1 was read as FLuc inh counter -6, RAM network inh -0.8, FLuc act counter 1.1, bIAP inh 7, TNAP inh hiacc -1, TNAP act hi DEA 1, APP transl inh -9, L major viab -4, bIAP act 0.9 and TNAP inh noacc -16.
`COc1ccc(NC(=O)c2cc(Cl)ccc2NC(=O)c2ccco2)c(OC)c1` gave FLuc inh counter -1, RAM network inh 1.7, FLuc act counter 1, bIAP inh 3, TNAP inh hiacc -1, TNAP act hi DEA 1, APP transl inh 12, L major viab 9, bIAP act 1 and TNAP inh noacc -8.
Cc1cc2oc(=O)cc(CN3CCCc4ccccc43)c2cc1C was read as FLuc inh counter -5, RAM network inh 1.8, FLuc act counter 1.1, bIAP inh 3, TNAP inh hiacc -2, TNAP act hi DEA 1, APP transl inh 0, L major viab 99*, bIAP act 1 and TNAP inh noacc -10.
`CNc1nc(Nc2ccc(Br)cc2)nc(N)c1[N+](=O)[O-]` gave FLuc inh counter -4, RAM network inh 3.2, FLuc act counter 1, bIAP inh 4, TNAP inh hiacc 1, TNAP act hi DEA 1, APP transl inh -94, L major viab 50*, bIAP act 1 and TNAP inh noacc 4.
`CCOC(=O)C1C(c2cccs2)NC(=O)N(C)C1(O)C(F)(F)F` (stereo not given) gave FLuc inh counter -6, RAM network inh 2.3, FLuc act counter 1.1, bIAP inh 1, TNAP inh hiacc 0, TNAP act hi DEA 1, APP transl inh 10, L major viab -5, bIAP act 1 and TNAP inh noacc -7.
Screening Cc1nn(-c2ccc(C(=O)Nc3nnc(C4CC4)s3)cc2)c(C)c1Cl returned FLuc inh counter -4, RAM network inh 2.3, FLuc act counter 1, bIAP inh 11, TNAP inh hiacc -5, TNAP act hi DEA 1, APP transl inh -8, L major viab -13, bIAP act 0.9 and TNAP inh noacc -12.
Screening COc1ccc(C(=O)CSc2nnc(C3CCCCC3)n2N)c(OC)c1 returned FLuc inh counter -6, RAM network inh 1.4, FLuc act counter 1.1, bIAP inh 7, TNAP inh hiacc -8, TNAP act hi DEA 1.1, APP transl inh -7, L major viab 53*, bIAP act 0.9 and TNAP inh noacc -13.
For COc1ccc(S(=O)(=O)N2CCCC(C(=O)O)C2)cc1 (stereo not given) the results were FLuc inh counter -2, RAM network inh 1.8, FLuc act counter 1, bIAP inh 16, TNAP inh hiacc 0, TNAP act hi DEA 1, APP transl inh -12, L major viab -4, bIAP act 0.8 and TNAP inh noacc -8.
For CCC(=O)N(CCc1ccc(S(N)(=O)=O)cc1)C1CC(=O)N(c2ccc(OC)cc2)C1=O (stereo not given) the results were FLuc inh counter -11, RAM network inh 1.5, FLuc act counter 1.1, bIAP inh 3, TNAP inh hiacc -6, TNAP act hi DEA 1.1, APP transl inh -8, L major viab 0, bIAP act 1 and TNAP inh noacc 0.
Screening Brc1ccc(-c2csc3[n+]2CCCCC3)cc1 returned FLuc inh counter 1, RAM network inh 0.3, FLuc act counter 1, bIAP inh 25, TNAP inh hiacc 0, TNAP act hi DEA 1, APP transl inh 0, L major viab 4, bIAP act 0.7 and TNAP inh noacc -4.
`O=C1c2ccccc2C2(c3ccccc3)NCCCN12` (stereo not given) gave FLuc inh counter -1, RAM network inh 1.2, FLuc act counter 1, bIAP inh -8, TNAP inh hiacc -2, TNAP act hi DEA 1, APP transl inh 7, L major viab -3, bIAP act 1.1 and TNAP inh noacc -5.
For CCCCOc1ccc(CSCCNC(=S)Nc2ccccc2)cc1 the results were FLuc inh counter -6, RAM network inh 2.9, FLuc act counter 1.1, bIAP inh 2, TNAP inh hiacc -10, TNAP act hi DEA 1.1, APP transl inh 3, L major viab 25, bIAP act 1 and TNAP inh noacc -50.
`CCc1ccc2c(c1)cc(CN(C(=S)Nc1ccc(Cl)cc1)C1CC1)c1nnnn12` gave FLuc inh counter 0, RAM network inh 4.0, FLuc act counter 1, bIAP inh 15, TNAP inh hiacc 5, TNAP act hi DEA 0.9, L major viab 9, bIAP act 0.8 and TNAP inh noacc 1.
Screening CCOCC(=O)Nc1ccc(OCc2ccccc2)cc1 returned FLuc inh counter 2, RAM network inh 0.4, FLuc act counter 1, bIAP inh -15, TNAP inh hiacc -5, TNAP act hi DEA 1.1, APP transl inh -47, L major viab -4, bIAP act 1.2 and TNAP inh noacc -6.
Screening Cc1ccc2cccc(S(=O)(=O)N3CCN(c4cccc(Cl)c4)CC3)c2n1 returned FLuc inh counter -1, RAM network inh 2.7, FLuc act counter 1, bIAP inh 13, TNAP inh hiacc 2, TNAP act hi DEA 1, APP transl inh -8, L major viab 4, bIAP act 0.9 and TNAP inh noacc -1.
For O=c1[nH]cnc2c1nc(SCc1ccccc1)n2C1OC(CO)C(O)C1O (stereo not given) the results were FLuc inh counter -6, RAM network inh 3.3, FLuc act counter 1.1, bIAP inh 15, TNAP inh hiacc -4, TNAP act hi DEA 1, APP transl inh 4, L major viab -8, bIAP act 0.9 and TNAP inh noacc -11.
Screening COc1ccc(-c2cnc(SCC(=O)Nc3ccc4c(c3)OCO4)n2Cc2ccco2)cc1 returned FLuc inh counter 3, RAM network inh 0.8, FLuc act counter 1, bIAP inh -28, TNAP inh hiacc -5, TNAP act hi DEA 1, APP transl inh -3, L major viab 24, bIAP act 1.3 and TNAP inh noacc -22.

Reprinted at random: two records from the list, in no set order.
For CCCCOc1ccc(CSCCNC(=S)Nc2ccccc2)cc1 the results were FLuc inh counter -6, RAM network inh 2.9, FLuc act counter 1.1, bIAP inh 2, TNAP inh hiacc -10, TNAP act hi DEA 1.1, APP transl inh 3, L major viab 25, bIAP act 1 and TNAP inh noacc -50.
`O=C1c2ccccc2C2(c3ccccc3)NCCCN12` (stereo not given) gave FLuc inh counter -1, RAM network inh 1.2, FLuc act counter 1, bIAP inh -8, TNAP inh hiacc -2, TNAP act hi DEA 1, APP transl inh 7, L major viab -3, bIAP act 1.1 and TNAP inh noacc -5.

Structures shown so far that have a COOH group (three):
For Cc1ccc(S(=O)(=O)NC(CC(=O)O)c2ccccc2)c(C)c1 (stereo not given) the results were FLuc inh counter 6, RAM network inh 1.6, FLuc act counter 0.9, bIAP inh 4, TNAP inh hiacc 4, TNAP act hi DEA 1, APP transl inh -3, L major viab 8, bIAP act 1 and TNAP inh noacc 13.
For CCCc1oc(C(=O)O)cc1CN1CCCC1 the results were FLuc inh counter -10, RAM network inh 0.7, FLuc act counter 1.1, bIAP inh 11, TNAP inh hiacc -6, TNAP act hi DEA 1.1, L major viab -7, bIAP act 0.9 and TNAP inh noacc -7.
For COc1ccc(S(=O)(=O)N2CCCC(C(=O)O)C2)cc1 (stereo not given) the results were FLuc inh counter -2, RAM network inh 1.8, FLuc act counter 1, bIAP inh 16, TNAP inh hiacc 0, TNAP act hi DEA 1, APP transl inh -12, L major viab -4, bIAP act 0.8 and TNAP inh noacc -8.
